Compound activity from PubChem BioAssay.
E-selectin induc – induces E-selectin expression in human endothelial cells. AID 686992. activation, % at 7.58 µM. HUVEC E-selectin immunofluorescence imaging; normalized: neutral wells 0, TNF-alpha wells 100. P16581. 0.37% of 260,000 active;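 active = mean E-selectin-positive cell signal at least 10% of the positive control, reached in at least 60% of replicates, without over 20% cell loss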;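 note: in these data hits start at about 27%; measured in HUVEC primary endothelial cells; signal is the percent of cells scored E-selectin positive by PE staining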
Target sequence (P16581 whole entry, looked up): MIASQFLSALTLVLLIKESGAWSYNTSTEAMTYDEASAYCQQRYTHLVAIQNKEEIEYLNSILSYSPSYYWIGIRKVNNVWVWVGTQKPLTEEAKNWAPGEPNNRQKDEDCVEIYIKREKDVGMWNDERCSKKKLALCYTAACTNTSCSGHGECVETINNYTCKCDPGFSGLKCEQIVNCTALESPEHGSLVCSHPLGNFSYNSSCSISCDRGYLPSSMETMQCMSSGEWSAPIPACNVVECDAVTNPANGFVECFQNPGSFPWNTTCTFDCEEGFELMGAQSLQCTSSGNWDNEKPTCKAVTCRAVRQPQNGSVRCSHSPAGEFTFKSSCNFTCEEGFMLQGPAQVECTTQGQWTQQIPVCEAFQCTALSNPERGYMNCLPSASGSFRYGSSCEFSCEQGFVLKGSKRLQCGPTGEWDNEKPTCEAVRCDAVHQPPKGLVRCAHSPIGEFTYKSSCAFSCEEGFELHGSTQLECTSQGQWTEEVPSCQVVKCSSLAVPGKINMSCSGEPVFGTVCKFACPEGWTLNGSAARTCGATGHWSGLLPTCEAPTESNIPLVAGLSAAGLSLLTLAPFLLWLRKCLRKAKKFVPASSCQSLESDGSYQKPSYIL
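Test system: HUVEC | Signal: Immunofluorescence imaging | Read-out: Percent E-selectin-positive cells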
RAD52 inh – blocks human RAD52 DNA annealing; P43351; AID 651710; recombinant RAD52 DNA annealing, FRET fluorescence; 0.46% of 360,000 active; inhibition, % at 18.7 µM;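 active = every replicate showing at least 50% inhibition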
Target sequence (P43351 whole entry, looked up): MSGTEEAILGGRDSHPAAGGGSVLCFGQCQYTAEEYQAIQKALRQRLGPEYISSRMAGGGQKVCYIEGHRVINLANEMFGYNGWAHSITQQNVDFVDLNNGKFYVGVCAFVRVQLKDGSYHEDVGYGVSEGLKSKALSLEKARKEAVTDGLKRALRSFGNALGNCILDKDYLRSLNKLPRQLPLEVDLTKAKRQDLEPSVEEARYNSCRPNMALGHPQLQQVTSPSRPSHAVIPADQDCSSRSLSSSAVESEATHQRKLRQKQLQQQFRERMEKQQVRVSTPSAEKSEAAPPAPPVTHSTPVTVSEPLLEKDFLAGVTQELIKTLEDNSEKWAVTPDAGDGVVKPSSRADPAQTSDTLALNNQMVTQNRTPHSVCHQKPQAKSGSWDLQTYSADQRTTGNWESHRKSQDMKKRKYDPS
Cneo AK release – causes C. neoformans cell lysis | lysis activity, % at 15 µM | 0.2% of 360,000 active | adenylate kinase release luminescence, 4 h; normalised: neutral wells 0, clomiphene wells 100;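 active = mean lysis activity across replicates of at least 80%, whatever share of replicates individually reach that level; inactive = mean lysis activity below 80%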
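Assay system: C. neoformans cells. Amount: yeast cell density of 5 × 10^6 cells/mL. Technique: AK luminescence. Buffer or medium: YPD. Times: static 4 h at 37 °C with compound, 1 h detection. Dosing: single-point compound dose. Read-out: lysis from increased AK signal.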
ERAP1 inh – inhibitors of human ERAP1 aminopeptidase | Q9NZ08 | recombinant ERAP1, Leu-AMC fluorescence, 60 min | inhibition, % at 10.7 µM | 0.15% of 340,000 active;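 active = mean replicate inhibition of at least 30%, or all replicates individually reaching that 30% level; inactive = mean below 30% and not every replicate reaching it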;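 note: 0% = neutral control wells and 100% = L-leucinethiol positive control wells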
PglD DTNB – inhibitors of Campylobacter jejuni PglD acetyltransferase | purified PglD enzyme, DTNB colorimetric CoA detection | inhibition, % at 12.5 µM | 0.098% of 360,000 active; in the data active = inhibition above about 16%, passing the limit was not always enough; note: strong numbers were not always called active
miR122 inh – inhibitors of miR-122 in Huh7 cells | activation (reporter increase), % at 12.5 µM | Huh7 miR-122 Renilla luciferase sensor, 48 h; neutral wells = 0, positive control = 100 | 0.3% of 340,000 active;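 active = mean replicate activation score at least 90 and every replicate individually at or above 90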;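 note: higher luciferase means less miR-122 activity so hits act as miR-122 inhibitors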
PGC1a acetyl inh – modulators of PGC1a acetylation | U2OS PGC1a acetylation, AlphaScreen anti-acetyl-lysine; with virally co-expressed GCN5 acetyltransferase | 0.17% of 350,000 active | inhibition, % at 15.6 µM;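 active = every replicate shows inhibition of at least 40%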;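 note: 0% = neutral control wells and 100% = positive control wells; some results beyond the cut were filed as inactive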
RAD54 inh – inhibitors of human RAD54 branch migration | Q92698 | RAD54 Holliday junction branch migration, FAM/BHQ fluorescence | inhibition, % at 10.4 µM | 0.14% of 360,000 active;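 active = mean normalized replicate activity at least 40 and at least half of replicates scoring 40 or more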;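 note: 0% = median of neutral control wells and 100% = median of positive control wells; inhibitors cause a drop in the FAM fluorescence signal; in these data hits start at about 50%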
Active calls of the source: *; i = inactive; / = not tested or not shown; [ ] = remark or other dose.

cpd	SMILES	E-selectin induc	RAD52 inh	Cneo AK release	ERAP1 inh	PglD DTNB	miR122 inh	PGC1a acetyl inh	RAD54 inh
1	COC(=O)[C@@H]1C[C@H]1[C@@H](NC(=O)c1ccccc1)c1ccccc1	0.1	-2.5	3.5	-1.9	4.4	2.6	5.3	-1.6
2	CC(C)n1cc(C(=O)c2ccccc2O)cc(C#N)c1=O	/	-5.8	-4.1	-4.0	-3.7	-11.5	29.5	-9.5
3	COC(=O)c1ccc(/C=N/NC(=O)C(=O)N2CCCCCC2)cc1	/	-11.5	1.1	2.0	-2.4	0.7	-11.4	-3.1
4	Cc1ccc(C(=O)C2CCN(S(=O)(=O)c3c(C)noc3C)CC2)cc1	/	-8.6	-0.8	1.0	-1.3	0.5	2.0	11.4
5	O=C(COC(=O)Cc1ccccc1[N+](=O)[O-])NCc1ccc(F)cc1	-9.0	-5.4	-1.4	0.1	-0.1	-9.6	/	-2.7
6	C[C@@H]1CCCCO[C@@H](CN(C)S(=O)(=O)c2ccc(Cl)cc2)[C@H](C)CN([C@H](C)CO)C(=O)c2cc(NC(=O)Cc3ccccc3)ccc2O1	0.2	19.0	3.4	1.5	1.2	-11.9[16.7 µM]	-3.1	4.6
7	CC(C)CC(=O)Nc1ccccc1N1CCOCC1	/	/	-0.8	/	4.0	0.6	9.3	7.4
8	O=C(NC(c1ccc(Cl)cc1)c1cnccn1)C1CCN(Cc2ccccc2)CC1 (stereo not given)	/	-5.0	-1.6	2.1	-0.5	-2.9	3.9	12.5
9	CCC(c1nnnn1Cc1ccc2c(c1)OCO2)N1CCN(c2ccccc2)CC1 (stereo not given)	/	/	0.8	/	5.0	16.7	-16.6	7.6
10	C=CCNC(=O)CN(Cc1ccccc1)S(=O)(=O)c1ccccc1	0.0	-3.4	-3.8	-1.0	7.1	/	/	-5.2
11	O=C(Nc1ccc2nc(-c3ccco3)[nH]c2c1)c1ccco1	/	/	-2.0	/	3.6	1.8	-2.6	5.3
12	COc1cccc(NC(=O)Nc2nnc(Cc3ccccc3F)s2)c1	0.3	-3.9	-0.7	-1.3	0.3	-2.8	/	-3.4
13	COC(=O)C(Cc1ccccc1)NC(=O)CCC(=O)NC(C)CCc1ccccc1 (stereo not given)	/	-6.2	0.8	-1.5	-2.3	2.6	6.8	3.1
14	O=c1cc(-c2ccccc2)nc2cc(-c3ccco3)[nH]n12	-0.1	-5.3	0.5	-0.7	2.1	-1.8	1.7	14.1
15	O=C(CCN1CCc2ccccc2C1)Nc1ccccc1	/	/	-0.1	/	-4.7	15.2	3.4	-5.5
16	O=S(=O)(Nc1ccc2cn[nH]c2c1)c1cc(Br)ccc1Br	1.1	-2.0	10.7	-0.2	-1.5	179.8*	4.2	1.8
17	COc1cccc(NC(=O)N(C)C[C@H]2Oc3ncc(/C=C/c4ccccc4)cc3C(=O)N([C@H](C)CO)C[C@H]2C)c1	-0.1	-9.1	-1.6	/	-2.6	6.3[16.7 µM]	-11.8	/
18	C[C@H](CO)N1C[C@H](C)[C@@H](CN(C)CC2CCCCC2)OCCCC[C@H](C)Oc2ccc(NC(=O)Nc3ccc(C(F)(F)F)cc3)cc2C1=O	0.2	-2.9	2.2	-0.5	2.8	-27.0[16.7 µM]	4.0	-12.0
19	Cc1sc2ncn(CC(=O)NCC3COc4ccccc4O3)c(=O)c2c1S(=O)(=O)N1CCOCC1 (stereo not given)	/	-12.4	/	2.0	/	-5.3	8.5	/
20	C[C@@H]1CN([C@@H](C)CO)C(=O)c2cc(N(C)C)ccc2O[C@@H]1CN(C)C(=O)Nc1ccc2c(c1)OCO2	-5.8	-4.1	-6.6	0.0	0.1	-3.8[16.7 µM]	-7.9	-4.0
21	O=C(CNC(=O)c1cn2ccccc2n1)Nc1ccc(F)c(F)c1	0.0	-112.4	-5.1	-3.6	2.4	/	/	3.4
22	COc1ccccc1NS(=O)(=O)c1cc(NC(=O)CCC2CCCC2)ccc1N1CCOCC1	/	1.1	1.3	3.1	-1.6	119.0*	3.4	-1.5
23	Cc1cccc2sc(N(CCN(C)C)C(=O)/C=C/c3cccs3)nc12	/	/	1.5	/	-0.5	-0.5	15.0	-10.8
24	CC(OC(=O)c1ccccc1C(=O)N(C)C1CCCCC1)C(=O)NC1(C#N)CCCCC1 (stereo not given)	0.1	-18.2	-0.4	0.2	-2.5	1.8	8.7	5.1
25	Nn1c(Cc2ccccc2)nnc1Cc1ccccc1	-0.1	-16.7	-0.6	-1.3	-1.6	-9.6	-16.9	2.0
26	COc1ccc(-n2ncc3c(N4CCN(c5cc(C)ccc5C)CC4)ncnc32)cc1	0.2	-9.3	5.0	0.8	-3.9	3.7	0.4	3.2
27	CC(C)CC(=O)N1CCN(C(=O)c2ccc(-c3ccccc3)cc2)CC1	/	-10.4	-3.1	-5.6	5.1	/	/	4.8
28	O=C(NCCc1ccncc1)[C@@H]1[C@@H](CO)[C@@H]2Cn3c(ccc(-c4ccccc4)c3=O)[C@@H]2N1C(=O)C1CC1	-0.1	7.3	-1.6	8.7	13.2	/	/	-2.2
29	Cc1cc(C)c(CN2CCN(C(=O)Cn3ccc(N)nc3=O)CC2)c(C)c1	0.0	-3.8	-1.5	/	-1.3	-1.5	10.9	4.8
30	COc1ccc(CN2C(=O)c3cccnc3C2=O)cc1S(=O)(=O)NC(C)C	0.0	-1.9	0.7	-4.7	5.4	-0.1	/	0.5

Values by screen from the entries so far.
Entries 2–12 in RAD52 inh, in turn: -5.8, -11.5, -8.6, -5.4, 19.0, /, -5.0, /, -3.4, /, -3.9
Entries 2–12 in ERAP1 inh, in turn: -4.0, 2.0, 1.0, 0.1, 1.5, /, 2.1, /, -1.0, /, -1.3
Entries 2–12 in RAD54 inh, in turn: -9.5, -3.1, 11.4, -2.7, 4.6, 7.4, 12.5, 7.6, -5.2, 5.3, -3.4

miR122 inh: hit marks shown above.
entry | Structure | RAD52 inh | ERAP1 inh | PglD DTNB | miR122 inh | PGC1a acetyl inh
16 | O=S(=O)(Nc1ccc2cn[nH]c2c1)c1cc(Br)ccc1Br | -2.0 | -0.2 | -1.5 | 179.8* | 4.2
22 | COc1ccccc1NS(=O)(=O)c1cc(NC(=O)CCC2CCCC2)ccc1N1CCOCC1 | 1.1 | 3.1 | -1.6 | 119.0* | 3.4

Shown screen by screen: entries from further up.
(24) CC(OC(=O)c1ccccc1C(=O)N(C)C1CCCCC1)C(=O)NC1(C#N)CCCCC1 (stereo not given)
(22) COc1ccccc1NS(=O)(=O)c1cc(NC(=O)CCC2CCCC2)ccc1N1CCOCC1
(25) Nn1c(Cc2ccccc2)nnc1Cc1ccccc1

Assay by compound	24	22	25
E-selectin induc	0.1	/	-0.1
RAD52 inh	-18.2	1.1	-16.7
Cneo AK release	-0.4	1.3	-0.6
ERAP1 inh	0.2	3.1	-1.3
PglD DTNB	-2.5	-1.6	-1.6
miR122 inh	1.8	119.0*	-9.6
PGC1a acetyl inh	8.7	3.4	-16.9
RAD54 inh	5.1	-1.5	2.0

Continued:
cpd	SMILES	E-selectin induc	RAD52 inh	Cneo AK release	ERAP1 inh	PglD DTNB	miR122 inh	PGC1a acetyl inh	RAD54 inh
31	CCCNC(=O)N1[C@H](CO)[C@H](c2ccc(-c3ccccc3)cc2)[C@H]1CNC(C)=O	0.0	/	-0.2	/	-3.1	0.0[16.7 µM]	-4.5	-0.4
32	CO[C@H](CN(C)S(=O)(=O)c1ccc(Cl)cc1)[C@@H](C)CN([C@@H](C)CO)S(=O)(=O)c1cccc(Cl)c1	0.4	1.3	8.4	-2.7	0.2	/	-30.4	-1.5
33	COc1ccc(S(=O)(=O)Nc2ccc3c(c2)C(=O)N([C@@H](C)CO)C[C@@H](C)[C@H](CN(C)S(=O)(=O)c2ccc(C)cc2)OCCCC[C@H](C)O3)cc1	/	-14.3	0.3	-1.2	-3.3	-3.3[16.7 µM]	-9.7	6.4
34	C[C@@H]1CN([C@@H](C)CO)C(=O)c2cccc(NS(C)(=O)=O)c2O[C@H]1CN(C)Cc1ccc(C(F)(F)F)cc1	13.8	7.6	1.3	-5.2	0.4	25.0[16.7 µM]	2.8	1.6
35	CC(=O)Nc1ccc(NC(=O)CN2CCCC(C)C2)c(Cl)c1 (stereo not given)	/	/	-1.8	/	2.4	-2.0	17.5	-0.4
36	CC(C)NC(=O)N(C)C[C@H]1Oc2cc(C#Cc3ccccn3)ccc2S(=O)(=O)N([C@H](C)CO)C[C@H]1C	-0.1	-8.9	3.8	1.9	1.7	-11.7[16.7 µM]	-22.0	3.2
37	COc1cc(F)cc(C2=CC(=O)C[C@H](c3ccc(F)cc3)C2)c1	0.1	-0.2	-1.0	0.5	-1.6	3.1	-6.4	9.8
38	CN1CCN(C(=O)C[C@@H]2CC[C@@H]3[C@H](COC[C@H](O)CN3Cc3cccc(-c4ccncc4)c3)O2)CC1	-0.3	0.7	2.3	1.6	-0.6	-2.1[16.7 µM]	1.5	6.4
39	C[C@@]12C(=O)N(c3cccc(F)c3)C(=O)N1[C@@H]1c3ccccc3OC[C@@H]1[C@H]2c1ccccc1	0.1	3.5	3.0	/	-0.4	-7.7	-2.0	-0.4
40	CCn1c(=O)c(CCC(=O)N2CCN(c3ccccn3)CC2)c(C)c2c(C)nn(-c3ccccc3)c21	0.1	4.1	0.4	-2.2	-7.1	1.9	6.0	2.9
41	CC1=CC2=NC(=O)/C(=C/c3coc4ccc(Cl)cc4c3=O)C(=N)N2O1	0.2	i	0.3	/	1.5	0.6	-4.1	-131.4
42	Cc1ccc(C23CC4CC(CC(C(=O)NC(C(=O)O)C(C)C)(C4)C2)C3)cc1 (stereo not given)	-0.2	1.5	14.4	0.9	-1.7	/	/	-4.8
43	COC(=O)c1ccc(CN2CC(=O)N3[C@H](C2)[C@H](c2ccc(-c4ccccc4F)cc2)[C@@H]3CO)cc1	-0.4	-6.3	/	0.6	/	/	3.8	/
44	O=C(C[C@@H]1CC[C@@H](NC(=O)NC2CCCCC2)[C@@H](CO)O1)NCc1ccccc1	0.3	-0.1	0.9	1.5	-2.3	/	-3.5	4.7
45	Nc1nonc1-n1nnc(C(=O)N/N=C/c2ccccc2Br)c1CN1CCCC1	/	-4.3	1.8	-9.0	9.6	-2.3	-7.8	-4.1
46	CCCc1nc2ccccc2c(C(=O)OCc2nnc(-c3cc(OC)c(OC)c(OC)c3)o2)c1CC	/	/	0.8	/	-4.2	-10.8	-24.9	-9.3
47	COc1ccccc1-c1cn(CC[C@H]2CC[C@@H](NS(=O)(=O)c3ccccc3C)[C@H](CO)O2)nn1	-0.3	2.8	-1.3	-4.2	-0.7	/	-9.9	0.4
48	CC(O)c1nc2ccc(C(=O)O)cc2[nH]1 (stereo not given)	0.8	2.8	-0.3	/	7.5	/	8.2	-11.4
49	Cc1nc(NC2CCCCC2)c2nnn(Cc3ccccc3Cl)c2n1	/	-0.9	-1.5	-1.4	2.8	5.3	11.7	-7.0
50	COc1ccccc1C(=O)Nc1ccncc1	/	-12.6	0.7	-0.9	-4.3	-12.1	-1.3	11.5
51	COc1ccc(NC(=O)Nc2ccc3c(c2)C(=O)N([C@@H](C)CO)C[C@H](C)[C@@H](CN(C)C(=O)Nc2ccc4c(c2)OCO4)O3)cc1	-0.5	/	-1.5	/	1.0	-1.7[16.7 µM]	9.1	2.9
52	O=C(O)C(Cc1ccccc1)n1cnnn1 (stereo not given)	/	-3.1	-0.7	8.7	4.0	-7.2	-21.5	3.8

Ordered by molar mass (highest first): some entries from above
cpd	SMILES	E-selectin induc	RAD52 inh	Cneo AK release	ERAP1 inh	PglD DTNB	miR122 inh	PGC1a acetyl inh	RAD54 inh
34	C[C@@H]1CN([C@@H](C)CO)C(=O)c2cccc(NS(C)(=O)=O)c2O[C@H]1CN(C)Cc1ccc(C(F)(F)F)cc1	13.8	7.6	1.3	-5.2	0.4	25.0[16.7 µM]	2.8	1.6
36	CC(C)NC(=O)N(C)C[C@H]1Oc2cc(C#Cc3ccccn3)ccc2S(=O)(=O)N([C@H](C)CO)C[C@H]1C	-0.1	-8.9	3.8	1.9	1.7	-11.7[16.7 µM]	-22.0	3.2
52	O=C(O)C(Cc1ccccc1)n1cnnn1 (stereo not given)	/	-3.1	-0.7	8.7	4.0	-7.2	-21.5	3.8
